# DT40 TDP1 CPT – DT40-hTDP1 cell growth loss with CPT; chicken DT40 Tdp1-/-;hTDP1 cells + 20 nM CPT, ATP luminescence, 48 h; Potency, µM (doses to about 46.2 µM), inactives show at the highest dose activity change, negative = growth inhibition, most hits filed as inhibitors; 420,000 tested, 12% active; AID 686979; note: nearly all actives have a fitted effect of over 55% in size
#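 Cell growth measured by CellTiter-Glo luminescence after a minimum 48 h, 37 C compound exposure with 20 nM CPT in Tdp1-knockout DT40 cells stably expressing hTDP1, seeded 400/well; qHTS titration format.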
# FEN1 inh – human FEN1 inhibition | Recombinant FEN1 flap cleavage, fluorescence, 15 min | Potency, µM (titrated, usually from 114 µM), for the others: at the top dose activity change, negative = inhibition, actives largely listed as inhibitors | 390,000 tested, 0.35% active | AID 588795; note: nearly all actives have a fitted effect of over 65% in size
#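 In this screen, 50 nM flap DNA substrate was added to 10 nM FEN1 pretreated with compound for 15 min at room temperature; cleavage was followed with reads at 0 and 15 min, and Hill fitting gave concentration–response parameters.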
# KAT2A inh – GCN5L2 (KAT2A) acetyltransferase inhibition; Q92830; GCN5L2 HAT assay, ThioGlo1 CoA-SH fluorescence; Potency, µM (highest dose often 58.9 µM), for inactives: at the highest dose activity change, negative = inhibition, usual class: inhibitors; 390,000 tested, 0.21% active
# Target sequence (Q92830 whole entry, looked up): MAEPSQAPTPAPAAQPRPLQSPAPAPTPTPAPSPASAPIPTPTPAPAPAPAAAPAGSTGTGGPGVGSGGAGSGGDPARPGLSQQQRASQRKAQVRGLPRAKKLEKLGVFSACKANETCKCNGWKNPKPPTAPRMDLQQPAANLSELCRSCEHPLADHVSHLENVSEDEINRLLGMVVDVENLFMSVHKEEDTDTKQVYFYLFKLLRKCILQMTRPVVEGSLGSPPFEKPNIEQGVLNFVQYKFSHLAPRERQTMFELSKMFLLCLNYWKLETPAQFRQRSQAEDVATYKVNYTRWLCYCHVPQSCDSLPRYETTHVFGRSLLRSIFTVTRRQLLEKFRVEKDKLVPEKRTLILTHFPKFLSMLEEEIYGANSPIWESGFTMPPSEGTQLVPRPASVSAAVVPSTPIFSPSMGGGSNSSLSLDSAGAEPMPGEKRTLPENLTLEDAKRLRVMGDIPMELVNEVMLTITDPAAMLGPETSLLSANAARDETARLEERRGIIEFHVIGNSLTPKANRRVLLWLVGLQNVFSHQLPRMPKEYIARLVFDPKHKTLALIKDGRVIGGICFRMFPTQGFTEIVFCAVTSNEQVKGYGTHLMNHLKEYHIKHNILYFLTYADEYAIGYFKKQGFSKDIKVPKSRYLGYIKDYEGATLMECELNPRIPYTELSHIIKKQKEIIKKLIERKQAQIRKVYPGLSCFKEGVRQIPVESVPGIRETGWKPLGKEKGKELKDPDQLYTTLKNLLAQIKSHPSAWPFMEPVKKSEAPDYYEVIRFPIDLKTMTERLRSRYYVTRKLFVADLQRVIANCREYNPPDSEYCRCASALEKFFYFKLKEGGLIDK
#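 GCN5L2 (20 nM) in 50mM HEPES pH 7.5, 0.1mM EDTA, 0.01% Tween-20 preincubated 15 min with compounds at room temperature. Reaction started with H3(1-25) 75uM, acetyl-CoA 70uM, ThioGlo1 50uM; CoA-thiol fluorescence (Ex340/Em540) read at 0 and 20 min.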
# The depositor's hits bear a star; ? = inconclusive; nt = not tested or not shown; [ ] = another dose, or the depositor's remark. Calls come from the whole dose curve; as a rule, active = well fitted curve in the direction sought with a large enough effect; inconclusive = small, poorly fitted or top-dose-only effect, or another doubt; inactive = no such curve, though single readings can be large; an effect the other way counts as inactive or inconclusive. % is set by controls: 0 for no effect and ±100 for the full control effect; potency is the fitted concentration of half-maximal effect. Some of the compounds tested (hit frequency here may not be typical).
[1] c1ccc(-c2nnc3sc(Cc4cccs4)nn23)cc1
[2] c1ccc2c(Nc3ccc(N4CCOCC4)cc3)nc(N3CCOCC3)nc2c1
[3] CCc1c(C)[nH]n(-c2nc(-c3ccccc3)cs2)c1=O
[4] Cc1ccc(-c2nc(CN3CCCCC3)cc(CN3CCCCC3)c2O)cc1
[5] Cc1ccnc(N2C(=O)c3ccccc3C2Nc2cccc(C)c2C)c1 (configuration not stated)
compound no.	1	2	3	4	5
DT40 TDP1 CPT	-28.6%	?	-7.0%	-13.0%	?
FEN1 inh	-13.5%	-0.4%	-1.9%	-1.7%	-16.4%
KAT2A inh	-16.0%	-24.8%	-5.0%	5.9%	-1.8%

[6] O=C(O)Cn1cc(/C=C2/SC(=O)N(CC(=O)N3CCCCCC3)C2=O)c2ccccc21
[7] CN=C(Nc1ccccc1)SC1CC(=O)N(c2cccc(OC)c2)C1=O (configuration not stated)
[8] FC(F)(F)c1cc(C(F)(F)F)c2ccc(N3CCOCC3)nc2n1
[9] Cn1c(SC2C(=O)CC(C)(C)CC2=O)nnc1-c1ccco1
[10] COc1ccc(S(=O)(=O)N2CCC(C(=O)NCCC(=O)NCc3ccccc3OC)CC2)cc1
compound no.	6	7	8	9	10
DT40 TDP1 CPT	6.5%	?	1.4%	-4.6%	1.2%
FEN1 inh	9.4%	16.0%	-2.7%	6.8%	1.7%
KAT2A inh	-15.3%	4.4%	-8.2%	-8.7%	0.4%

[11] NC(=O)COC(=O)[C@@H]1CC(O)CN1S(=O)(=O)c1ccc2c(c1)OCCO2 (some centres not stated)
[12] CCCCNC(=S)N/N=C/c1ccccc1F
[13] CCNc1nc(OCCNC(C)=O)nc(N(C)C)n1
[14] COc1ccccc1NC(=O)CSCc1ccc([N+](=O)[O-])cc1
[15] CCCCC#Cc1ccccc1CC(=O)Nc1ccccc1
compound no.	11	12	13	14	15
DT40 TDP1 CPT	-13.0%	?	1.9%	-28.4%	?
FEN1 inh	-12.8%	-5.2%	-2.3%	12.6%	-15.2%
KAT2A inh	-16.6%	-22.6%	7.0%	-8.0%	-1.8%

[16] COc1cc(/C(C)=N/NC(=O)C(O)(c2ccccc2)c2ccccc2)ccc1O
[17] CC(=NCCCn1ccnc1)c1c(-c2ccccc2)[nH]n(-c2nc3ccccc3s2)c1=O
[18] CC1=C(C#N)C(/C=N/OCc2ccc(F)cc2Cl)CC(=O)N1 (configuration not stated)
[19] Cc1cc(C)nc(NS(=O)(=O)c2ccc(NC(=O)c3ccc(S(=O)(=O)N4CCOCC4)cc3)cc2)n1
[20] Cc1cccc(N2CCN(C(=O)CN3C(=O)COc4ccc(S(=O)(=O)N5CCC(C)CC5)cc43)CC2)c1C
compound no.	16	17	18	19	20
DT40 TDP1 CPT	?	?	?	-2.0%	nt
FEN1 inh	4.9%	-11.1%	-0.6%	6.0%	-9.8%
KAT2A inh	-6.1%	-0.5%	0.0%	0.6%	-3.0%

[21] O=C(NCc1ccc2c(c1)OCO2)C1CCCN1C(=O)Nc1cccc(F)c1 (configuration not stated)
[22] S=C(NCCCN1CCOCC1)N(Cc1ccccc1)Cc1ccccc1
[23] C=CCNS(=O)(=O)c1nc(C)c(Cl)c(C)c1C#N
[24] O=C(NCc1ccccc1)c1ccc(NC(=O)C2CCCCC2)cc1
[25] CC(C)(C)c1ccc(S(=O)(=O)N2CCN(C(=O)C3=COCCO3)CC2)cc1
compound no.	21	22	23	24	25
DT40 TDP1 CPT	-20.4%	2.0%	-1.0%	-18.5%	29.1µM*
FEN1 inh	-1.5%	-4.5%	-2.1%	17.6%	35.5%
KAT2A inh	-0.6%	-8.5%	2.2%	nt	3.0%

# An excerpt of these results, with bars between the fields:
No. | SMILES | DT40 TDP1 CPT | FEN1 inh | KAT2A inh
23 | C=CCNS(=O)(=O)c1nc(C)c(Cl)c(C)c1C#N | -1.0% | -2.1% | 2.2%
22 | S=C(NCCCN1CCOCC1)N(Cc1ccccc1)Cc1ccccc1 | 2.0% | -4.5% | -8.5%
21 | O=C(NCc1ccc2c(c1)OCO2)C1CCCN1C(=O)Nc1cccc(F)c1 (configuration not stated) | -20.4% | -1.5% | -0.6%
25 | CC(C)(C)c1ccc(S(=O)(=O)N2CCN(C(=O)C3=COCCO3)CC2)cc1 | 29.1µM* | 35.5% | 3.0%
24 | O=C(NCc1ccccc1)c1ccc(NC(=O)C2CCCCC2)cc1 | -18.5% | 17.6% | nt

# (cont.)
[26] Nc1nc2nc[nH]c2c(=O)[nH]1
[27] Cc1ccc(C(=O)Nc2cccnc2)cc1Cl
[28] O=C(NC1CCN(Cc2ccccc2)CC1)c1ccc(S(=O)(=O)NCc2ccco2)cc1
[29] Cn1cnc2c(cnn2-c2ccccc2)c1=O
[30] Cc1nc2cnc(N3CCNCC3)nc2n(C2CC2)c1=O
compound no.	26	27	28	29	30
DT40 TDP1 CPT	-14.6%	?	?	-5.1%	1.1%
FEN1 inh	-19.4%	0.8%	-11.9%	-3.1%	nt
KAT2A inh	-14.4%	-8.9%	-1.9%	-5.3%	?

[31] CCc1cccc(C)c1NC(=O)c1cccnc1
[32] Cc1ccccc1CNC(=O)Cc1ccccc1[N+](=O)[O-]
[33] Cc1ccc(N2CC(C(=O)Nc3cccnc3)CC2=O)cc1Cl (configuration not stated)
[34] Cc1cc(Nc2ccc(F)cc2Cl)n2ncnc2n1
[35] C=CCn1c(SCC(=O)NCc2ccc3c(c2)OCO3)nnc1-c1cccnc1
compound no.	31	32	33	34	35
DT40 TDP1 CPT	13.6%	-3.4%	-3.3%	-0.5%	1.4%
FEN1 inh	1.9%	-0.5%	-4.7%	0.4%	-0.1%
KAT2A inh	2.1%	1.1%	-2.5%	-1.0%	-2.3%

[36] CC(NS(=O)(=O)c1cc2c3c(c1)CCC(=O)N3CCC2)c1ccccc1 (configuration not stated)
[37] O=C(c1nnc(-c2ccc(Cl)cc2)o1)C1CCCC1
[38] C/C(=N\NC(=O)c1ccc([N+](=O)[O-])cc1)c1cccc([N+](=O)[O-])c1
[39] Cc1onc(-c2ccccc2Cl)c1C(=O)N1CCN(Cc2ccc3c(c2)OCO3)CC1
[40] CCn1cc(C(=O)O)c(=O)c2cc(F)c(N3CCN(C(=S)NC(=O)c4ccc(F)cc4)CC3)cc21
compound no.	36	37	38	39	40
DT40 TDP1 CPT	-25.3%	3.3%	5.0%	?	?
FEN1 inh	8.3%	-2.5%	11.0%	-1.6%	-0.6%
KAT2A inh	-7.2%	-1.0%	1.6%	-4.9%	-1.8%

[41] CCc1ccccc1N(C)S(=O)(=O)c1ccc2c(c1)C(C)(C)C(=O)N2C
[42] CCOC(=O)C1=C(C)OC(N)=C(C#N)C1c1cc2ccccc2nc1N1CCCCC1 (configuration not stated)
[43] COc1ccc(/C=C/C(=O)c2ccncc2)c2ccccc12
[44] O=C(COC(=O)c1ccc([N+](=O)[O-])s1)NCc1ccccc1
[45] CCCc1cc(=O)oc2c3c(cc(OCC(=O)N4CCC[C@H]4C(=O)O)c12)OC(C)(C)CC3
compound no.	41	42	43	44	45
DT40 TDP1 CPT	?	-23.3%	23.1µM*	0.6%	-0.8%
FEN1 inh	3.0%	6.6%	?	?	15.6%
KAT2A inh	-18.7%	-2.0%	-5.9%	-4.7%	-21.9%

[46] CCN1C(=O)/C(=C/N(C(C)=O)c2ccccc2)N(c2ccccc2)C1=S
[47] CC(C)c1nc(CNC(=O)c2cc(COc3c(F)cccc3F)on2)cs1
[48] COc1ccc(C(=O)CN2C(=O)NC3(CCc4ccccc43)C2=O)cc1 (configuration not stated)
[49] O=S(=O)(Nc1cccc(S(=O)(=O)N2CCCC2)c1)c1ccc(F)cc1
[50] O=C(/C=C/c1ccc(Cl)c(Cl)c1)n1cccn1
compound no.	46	47	48	49	50
DT40 TDP1 CPT	?	3.1%	-3.7%	-3.4%	-17.3%
FEN1 inh	-1.4%	-3.5%	11.4%	5.3%	-3.9%
KAT2A inh	3.2%	-10.4%	-2.7%	-3.5%	-12.0%

# Among those listed so far, these have two or more sulfur atoms.
[1] c1ccc(-c2nnc3sc(Cc4cccs4)nn23)cc1
[19] Cc1cc(C)nc(NS(=O)(=O)c2ccc(NC(=O)c3ccc(S(=O)(=O)N4CCOCC4)cc3)cc2)n1
[49] O=S(=O)(Nc1cccc(S(=O)(=O)N2CCCC2)c1)c1ccc(F)cc1
compound no.	1	19	49
DT40 TDP1 CPT	-28.6%	-2.0%	-3.4%
FEN1 inh	-13.5%	6.0%	5.3%
KAT2A inh	-16.0%	0.6%	-3.5%

# Continued.
[51] COc1ccc(NC(=O)C(=O)Nc2cccc3cccnc23)cc1OC
[52] COc1cc(OC)c(NC(=O)CCNC(=O)Cn2cnc3ccccc3c2=O)cc1Cl
[53] CC(C)N(CCC#N)C(=O)Nc1ccc2c(c1)CCO2
[54] Cc1cc(Cl)c(S(=O)(=O)NCc2ccccc2)cc1OCC(N)=O
[55] COc1cc(CNc2ccc3[nH]c(=O)[nH]c3c2)cc(Br)c1OCC(=O)NC(C)(C)C
compound no.	51	52	53	54	55
DT40 TDP1 CPT	-17.2%	18.4µM*	18.1%	11.2%	?
FEN1 inh	-0.5%	-1.0%	5.7%	-12.5%	-21.4%
KAT2A inh	-3.6%	-2.7%	0.2%	-1.9%	-8.1%

[56] O=C(CNC(=O)C12CC3CC(CC(C3)C1)C2)OCc1ccc(F)cc1Cl
[57] C=CCn1c(O)c(N=NC(=O)c2cccnc2)c2cc(Br)ccc21
[58] Fc1ccc(C2CCCCN2Cc2nc(CC3CC3)no2)cc1 (configuration not stated)
[59] O=C1CC(N2CCN(Cc3ccc4c(c3)OCO4)CC2)C(=O)N1Cc1ccc(N2CCCC2=O)cc1 (configuration not stated)
[60] CCOC(=O)C(NC(=O)c1ccccc1)=C1CCCCC1
compound no.	56	57	58	59	60
DT40 TDP1 CPT	6.3%	-25.3%	-3.1%	-4.3%	-6.1%
FEN1 inh	0.6%	-8.5%	2.1%	-4.2%	6.1%
KAT2A inh	-14.2%	-8.7%	-6.6%	2.7%	-13.0%

[61] COc1ccc(-n2c(C)c(C(C)=O)c(C(C)=O)c2C)cc1OC
[62] O=CN(/C=C1\Sc2ccccc2C1=O)Cc1ccccc1
[63] O=C(c1cc2nc(-c3cccs3)cc(C(F)(F)F)n2n1)N1CCCc2ccccc21
[64] O=C(O)CCN1C(=O)/C(=C\c2ccncc2)SC1=S
[65] CCOc1nc(C)nc(NC(=O)NS(=O)(=O)c2ccccc2Cl)n1
compound no.	61	62	63	64	65
DT40 TDP1 CPT	-16.7%	-25.4%	18.4µM*	?	2.3%
FEN1 inh	17.1%	-21.6%	-3.0%	-2.0%	-14.6%
KAT2A inh	-4.3%	-0.8%	-10.4%	-1.6%	-0.7%

[66] Cn1c(SCC(=O)O)nnc1C1CCCCC1
[67] CCCCCNCc1cccc(Br)c1
[68] O=[N+]([O-])c1ccc2[nH]c(O)c(N=NC3CS(=O)(=O)CC3O)c2c1 (configuration not stated)
[69] CNc1nc(-c2ccccc2)cc(-c2ccccc2)n1
[70] CCNC(=O)c1c(C)oc2ncn(C)c(=O)c12
compound no.	66	67	68	69	70
DT40 TDP1 CPT	-14.7%	?	-12.4%	2.2%	-9.5%
FEN1 inh	8.6%	5.6%	-20.4%	11.9%	4.4%
KAT2A inh	-1.0%	-12.2%	-7.1%	-4.6%	-3.9%

[71] O=C(NN=C1CCCC1)c1n[nH]c2c1CCC2
[72] CCN(CC)CC(=O)c1c(C)n(C)c2ccc(OC)cc12
[73] C=CCN=C1CC(C)(C)CC(=O)/C1=C(\O)c1ccccc1
[74] CCn1ccnc1CN(C)Cc1nc(CCC(C)C)no1
[75] O=C(c1cc(-c2cccnc2)nc2ccc(Br)cc12)N1CCN(c2ncccn2)CC1
[76] O=C(CN1C(=O)NC2(CCCC2)C1=O)N1CCN(S(=O)(=O)c2cccc(C(F)(F)F)c2)CC1
[77] COc1ccc(N[C@@H]2CCN3C(=O)c4ccccc4[C@@H]3C[C@H]2O)cc1
[78] C=CC1=C(C)C2=Cc3c(C=C)c(C)c4[n]3[Sn+2][n]3c(c(C)c(CCC(=O)O)c3=CC3=NC(=C4)C(C)=C3CCC(=O)O)=CC1=N2
compound no.	71	72	73	74	75	76	77	78
DT40 TDP1 CPT	0.7%	4.5%	-8.7%	-16.7%	?	9.0%	-1.7%	-19.9%
FEN1 inh	0.4%	1.1%	-9.2%	-2.1%	-5.1%	-1.8%	-11.5%	nt
KAT2A inh	-18.8%	nt	44.6%[activator]	-7.4%	-3.8%	-0.7%	2.8%	?

# Screening data as filed in PubChem.
